Source: PubChem (several laboratories)
14-3-3 Bad inh – disrupts binding of bovine 14-3-3 zeta to phospho-Bad peptide; TR-FRET 14-3-3zeta/Dy647-pBad peptide displacement, 1 h; AID 781; P63103; 220,000 compounds, 0.71% hits; inhibition, % at 21.7 µM;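 active = inhibition above about 70%, limit read from the data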;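 also: 0% = full 14-3-3 plus peptide FRET controls and 100% = background without 14-3-3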
NCF1 inh – p47phox (human) inhibition; P14598; p47phox/p22phox peptide binding, fluorescence polarization, 2 h; inhibition, % at 24.7 µM; 220,000 compounds, 0.53% hits; AID 1274;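 active = inhibition above about 30%, limit read from the data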;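 also: 0% = p47phox with labelled peptide and 100% = labelled peptide alone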
L929 necroptosis – blocks zVAD induced death of L929 cells; viability rescue, % at 10 µM; 220,000 compounds, 0.38% hits; AID 1377; L929 zVAD necroptosis rescue, ATP luminescence, 24 h; with zVAD 60 µM;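 active = activation, scaled between plate controls, above about 75%, limit read from the data; inactive = activation under that limit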;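 also: 0% = zVAD with DMSO and 100% = DMSO alone without zVAD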
EBV gp42 block – blocks Epstein-Barr virus glycoprotein 42 binding. inhibition, % (tested at 21.74 µM). AID 1085. 220,000 compounds, 0.42% hits. Fluorescence polarization binding assay, mP read-out. Q1HVG2; in the data active = inhibition above about 50%
Target sequence (Q1HVG2 whole entry, looked up): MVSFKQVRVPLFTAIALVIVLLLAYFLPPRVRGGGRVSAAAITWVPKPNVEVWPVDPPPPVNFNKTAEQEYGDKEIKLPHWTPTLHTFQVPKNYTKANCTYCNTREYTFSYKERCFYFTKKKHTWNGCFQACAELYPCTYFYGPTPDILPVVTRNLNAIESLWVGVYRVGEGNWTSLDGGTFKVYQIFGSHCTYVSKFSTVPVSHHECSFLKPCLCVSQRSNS
Tb hexokinase – blocks Trypanosoma brucei hexokinase 1 activity; AID 1430; recombinant TbHK1, G6PDH-coupled NADH A340; 220,000 compounds, 0.11% hits; inhibition, % at 10 µM;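 active = inhibition of 50% or more in the single-dose primary screen; inactive = inhibition below 50%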
Hck Nef HTS – human Hck-Nef kinase inhibition; P08631; Recombinant Hck-YEEI plus Nef, Z-Lyte FRET kinase assay; inhibition, % at 20 µM; 220,000 compounds, 0.68% hits;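 active = Hck-Nef kinase inhibition above about 50%, limit read from the data; inactive = inhibition below that limit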;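 also: 0% = DMSO with Hck plus Nef and 100% = Hck alone without Nef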
Runt-SMMHC FRET – blocks binding of human RUNX1 Runt domain to CBFb-SMMHC. Q01196+Q13951. Cerulean-Runt/Venus-CBFb-SMMHC FRET ratio 530/480, 1 h. inhibition, % at 20 µM. 220,000 compounds, 0.74% hits;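 active = mean inhibition across duplicate retests at 20 µM reaching about 50%, limit read from the data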;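 also: 0% = DMSO wells and 100% = wells with excess untagged CBFb-SMMHC; inhibitors lower the FRET ratio by blocking Runt binding to CBFb-SMMHC; some results filed as inactive read as strong as hits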
Target sequence (Q01196 whole entry, looked up, the tested form may be a part): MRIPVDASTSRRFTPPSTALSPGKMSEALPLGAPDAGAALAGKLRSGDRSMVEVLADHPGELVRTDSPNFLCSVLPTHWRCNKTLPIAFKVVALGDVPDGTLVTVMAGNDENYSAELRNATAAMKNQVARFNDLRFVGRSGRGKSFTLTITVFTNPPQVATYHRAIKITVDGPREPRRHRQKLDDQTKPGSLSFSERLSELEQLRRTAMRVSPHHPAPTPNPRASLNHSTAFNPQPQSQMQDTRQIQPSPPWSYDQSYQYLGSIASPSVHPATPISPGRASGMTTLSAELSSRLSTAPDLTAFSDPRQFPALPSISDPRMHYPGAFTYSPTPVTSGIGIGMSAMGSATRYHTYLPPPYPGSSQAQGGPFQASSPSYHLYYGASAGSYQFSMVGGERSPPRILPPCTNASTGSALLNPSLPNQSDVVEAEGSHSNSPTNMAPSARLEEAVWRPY
Target sequence (Q13951 whole entry, looked up, the tested form may be a part): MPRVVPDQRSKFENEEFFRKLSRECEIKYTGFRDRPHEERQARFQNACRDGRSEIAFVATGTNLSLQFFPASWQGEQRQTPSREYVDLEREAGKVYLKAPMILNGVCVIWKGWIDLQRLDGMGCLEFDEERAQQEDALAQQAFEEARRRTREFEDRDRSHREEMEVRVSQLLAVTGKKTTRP
Mdm2 ligase inh – inhibitors of human Mdm2 E3 ubiquitin ligase; Q00987; cell-based MDM2 ubiquitination luciferase reporter, 2 h; 0 = plate control, 100 = twice control, blank-subtracted; signal enhancement, % at 5 µM; 210,000 compounds, 0.11% hits; AID 1230;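 active = signal enhancement of 30% or more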;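 also: luminescence tracks abundance of the self-degrading MDM2-luciferase fusion protein; higher signal means inhibition of MDM2 E3 ligase activity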
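Assay system: stable mammalian line carrying autodegrading MDM2–luciferase fusion reporter; amount: 2000 cells seeded into each well; buffer or medium: DMEM; benchmarks: plate control and blank wells; signal: luciferase luminescence; timing: 2 h compound exposure at 37 °C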
Runt-CBFb FRET – inhibitors of human RUNX1 Runt domain binding to CBFb | Q01196+Q13951 | Cerulean-Runt/Venus-CBFb FRET ratio 530/480, 1 h | inhibition, % at 20 µM | 220,000 compounds, 0.46% hits;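 active = inhibition over about 50% at 20 µM in the single-dose screen, limit read from the data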;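 also: 0% = DMSO wells and 100% = excess unlabeled CBFb competitor control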
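Measured by: fluorescence energy transfer, 422 nm excitation, 530/480 nm emission; Assay system: Cerulean-Runt domain; Medium: Tris pH 7.5 buffer with BSA; Measure: loss of energy transfer signal; Controls: 5 µM unlabeled CBFb as full-inhibition high control; Incubation: protein complex preformed 1 h, compound exposure 1 h, room temperature, dark.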
Numbers without * were called inactive; . = no result given; [ ] = dose if it differs, or a comment.

SMILES | 14-3-3 Bad inh | NCF1 inh | L929 necroptosis | EBV gp42 block | Tb hexokinase | Hck Nef HTS | Runt-SMMHC FRET | Mdm2 ligase inh | Runt-CBFb FRET
CCc1nnc(NC(=O)c2ccc(OC)cc2OC)s1 | 11.1[fluorescence artefact?] | -3.3 | 0.0 | -14.3 | 1.1 | 1.7 | -2.8 | -2.4 | -0.7
CC1CC(C)(C)NC(=S)N1CCCC(=O)Nc1ccc2c(c1)OCCO2 (centres undefined) | -4.4 | -5.5 | 1.5 | 1.8 | -0.5 | -3.5 | 1.4 | 2.5 | -1.0
CSC1=NC(C)(C)C=C(/C=C/c2ccc(Cl)cc2)N1 | -9.6 | -11.4 | -1.8 | -7.7 | -6.1 | 23.7 | -0.9 | -1.8 | -0.5
CCOc1ccccc1OCCOCCOc1c(Cl)cccc1Cl | 0.2 | -16.1 | 0.1 | 6.7 | 27.1 | 3.4 | -2.8 | 1.8 | -1.3
Cc1cccc(NC(=O)Nc2cccc(Oc3c(F)c(F)c(F)c(F)c3F)c2)c1 | -4.2 | -15.3 | 1.1 | -9.4 | 0.6 | -1.4 | -0.2 | -18.7 | 2.1
Cc1cc(Oc2ccc(Cl)cc2)nc(-c2ccccc2O)n1 | -6.5[fluorescence artefact?] | -4.4 | 0.9 | 3.3 | -4.2 | 6.0 | 1.0 | -2.6 | 1.4
O=C(NC1CCCCC1)C(=S)NCCc1ccccc1 | -13.1 | 6.6 | 4.0 | 5.0 | 2.7 | 32.2 | 12.9 | -8.7 | 33.7
COc1ccc(NC(=S)N(CCc2c(C)[nH]c3ccc(C)cc23)Cc2cccnc2)cc1 | -5.4[fluorescence artefact?] | -8.3 | 1.5 | 1.8 | -6.9 | -6.6 | -3.5 | . | -3.6
O=C(CSc1nnnn1-c1cccc2c1CCCC2)N1CCCCC1 | -3.3 | 0.4 | -0.3 | 3.0 | -0.3 | 4.9 | -3.0 | -10.6 | -0.8
O=c1nc(N2CCOCC2)ccn1-c1nc(-c2ccccc2)sc1-c1ccccc1 | 2.1 | 7.9 | 0.9 | -11.3 | -26.7 | 3.9 | -3.8 | -12.4 | 4.1
CSS(=O)(=O)c1cccc2cccnc12 | 1.5 | -9.3 | 0.6 | -19.4 | -0.4 | -41.1 | 4.6 | 4.8 | 22.4
CCOC(=O)C(CCCOc1ccc(C(C)CC)cc1)C(=O)OCC (centres undefined) | 16.7 | 2.1 | -0.5 | -22.9 | -6.3 | -1.9 | -2.6 | -19.9 | -4.7
COc1cc(C(=O)OCC#N)ccc1OCc1c(C)noc1C | 6.5 | -1.0 | 1.4 | -8.7 | -9.0 | 5.2 | -4.0 | -21.8 | 2.2
CCOCCCNC(=O)c1ccc2c(=O)n(Cc3ccc(OC)cc3)c(=O)[nH]c2c1 | -7.2 | 0.8 | 2.4 | 1.6 | -7.8 | 22.4 | -2.3 | -9.4 | 2.2
CN(C)CC(C)(C)CNS(=O)(=O)c1ccc(Cl)cc1 | -11.7 | 0.6 | 1.4 | -11.6 | -3.6 | -16.1 | -2.6 | -9.8 | 0.4
O=C(C(c1ccccc1)c1ccccc1)N1CCCc2ccccc21 | -8.1 | -4.9 | -0.3 | -5.5 | 1.9 | 12.9 | 5.3 | 3.3 | -1.9
CCN(CC)S(=O)(=O)c1cccc(NC2=NCC(C)S2)c1 (centres undefined) | -3.9 | 6.4 | 2.9 | -20.7 | 2.0 | 0.7 | -1.0 | -2.3 | 0.0
O=C1CN(c2ccc(Br)cc2)C(=O)N1CC(=O)N1CCCc2ccccc21 | -1.5 | -9.3 | 0.3 | 3.2 | -0.6 | -8.0 | 3.6 | 12.9 | 1.2
CN(C(=O)CSc1nnc(-c2ccccc2)c(-c2ccccc2)n1)C1CCS(=O)(=O)C1 (centres undefined) | 9.2 | -6.1 | 0.8 | -12.3 | -7.2 | 2.8 | -2.6 | . | 0.1
Cc1ccc(C(=O)NC(=S)Nc2ccc(S(=O)(=O)N3CCN(C)CC3)cc2)cc1 | -2.7 | -9.2 | 0.7 | -16.1 | -11.8 | 0.8 | -0.3 | -14.5 | .
C=CCn1c(=O)c2c(nc(Br)n2Cc2ccccc2Cl)n(C)c1=O | -6.6 | -12.5 | -0.6 | 0.3 | -1.8 | 0.5 | -3.1 | -5.2 | .
Cc1cc(C)c(OCC(=O)N(Cc2ccc(N(C)C)cc2)C2CCS(=O)(=O)C2)c(C)c1 (centres undefined) | -3.7 | -12.4 | 0.7 | -7.1 | -12.6 | 5.4 | -1.1 | -16.8 | -1.4
O=C(CN(CC1CCCO1)S(=O)(=O)c1ccc(S(=O)(=O)NC2CC2)cc1)Nc1ccccc1 (centres undefined) | 11.9 | 5.0 | -0.3 | -17.4 | 4.4 | 1.0 | -3.6 | -14.8 | -2.8
CN(C)CCCNC1=CC(=O)CC(c2ccccc2)C1 (centres undefined) | -6.8 | -7.0 | -1.1 | -16.4 | 0.0 | 10.0 | 3.9 | -24.7 | -1.2
C/C(=N\NC(=O)CCc1c[nH]c2ccccc12)c1ccc([N+](=O)[O-])cc1 | -15.4 | 0.8 | 3.5 | 5.8 | 26.0 | 1.4 | -0.8 | -2.5 | 0.8
CCCc1nnc(NC(=O)CN2C(=O)C3C4C=CC(C4)C3C2=O)s1 (centres undefined) | 13.8 | -11.5 | -0.5 | -10.6 | -0.5 | -0.7 | 1.5 | 4.2 | -1.2
CCOC(=O)c1ccc(NC(=O)CCc2c(C)nc3ncnn3c2C)cc1 | 5.1 | -5.2 | -0.2 | -16.4 | -4.1 | 0.6 | -4.1 | -8.1 | -0.3
CNC(=O)c1cc2c(s1)CCCCCC2 | -7.6 | -5.1 | 0.8 | -2.8 | 2.3 | -4.4 | 0.9 | -8.0 | -0.3
CCOc1ccc(OCC)c(NC(=O)CSCCc2ccccn2)c1 | 3.2 | . | 0.1 | -5.6 | -2.5 | 1.1 | -1.4 | . | -1.0
O=C(O)c1sccc1Oc1ccc(F)cc1[N+](=O)[O-] | -1.7 | -5.2 | 0.6 | -8.5 | 12.0 | -15.6 | -4.0 | -6.1 | 0.8
Cc1cc(=O)n2cc(-c3ccccc3)nc2[nH]1 | -7.8 | 5.5 | -0.1 | -5.4 | -9.1 | 1.7 | 0.9 | -10.4 | -1.9
COc1ccc(-n2ncc3c(NCc4ccc5c(c4)OCO5)ncnc32)cc1 | 19.3 | -2.4 | 2.5 | -10.5 | 6.4 | -9.8 | -0.9 | -13.0 | -0.2
CCCCCNC1=CC(=O)CC(c2ccccc2)C1 (centres undefined) | -5.0[fluorescence artefact?] | -24.9 | 0.3 | -1.4 | 1.6 | -2.3 | -6.4 | -25.2 | 30.4
CC(=O)c1ccc(N2CCN(CC(=O)Nc3cc(C)on3)CC2)cc1 | -4.3 | -3.5 | 2.0 | -6.9 | -25.7 | 19.7 | -2.5 | -8.1 | -0.2
Cc1c(Br)c([N+](=O)[O-])nn1CCCC(=O)Nc1c(C)n(C)n(-c2ccccc2)c1=O | 1.9 | -6.9 | 2.7 | -7.2 | -3.0 | -2.8 | -2.3 | -7.5 | -0.2
O=S(=O)(/N=C(/Nc1ccc(Cl)cc1Cl)c1ccccc1)c1cccs1 | -1.1 | 5.8 | -0.2 | 7.6 | -2.0 | -1.8 | -8.2 | -1.6 | 0.2
Cc1ccc(N=C/C(C(=O)C(F)(F)F)=C(\O)c2ccco2)cc1Cl | 6.4 | -22.4 | -0.2 | 1.3 | -9.9 | 1.5 | 18.4 | -23.1 | 3.3
CCCCC(=O)Nc1nc2ccc3nc(C)sc3c2s1 | 2.5 | -11.6 | 46.2 | 0.7 | -11.6 | 0.4 | -7.8 | -11.1 | -4.6
O=C(NCCC1=CCCCC1)C1CCN(S(=O)(=O)c2cccc3nonc23)CC1 | -1.3[fluorescence artefact?] | -35.0 | -1.8 | 9.4 | 2.6 | -22.6 | -0.2 | . | -1.8
COc1ccc(N2CC(NC(=O)NCC(C)C)CC2=O)cc1 (centres undefined) | -3.8 | 5.8 | -0.2 | 7.9 | -1.3 | 6.7 | 0.6 | -2.9 | -2.6
COc1ccc(CNC(=O)COC(=O)C2CC3C=CC2C3)cc1 (centres undefined) | 0.3 | -1.7 | -0.8 | -6.4 | 6.5 | 0.0 | 0.5 | -13.8 | 0.5
Cc1ccc(NC(=O)C2CCN(c3cnccn3)CC2)cc1C | -12.9 | 3.1 | 60.8 | -21.2 | -0.9 | 20.7 | -6.2 | 11.3 | -0.3
CC(=O)CCc1ccc(OCC(O)CNC2CCCc3ccccc32)cc1 (centres undefined) | 33.3[fluorescence artefact?] | -6.5 | 1.4 | -9.2 | 0.8 | -13.7 | 2.1 | -6.8 | 0.4
Cc1ccc(OCc2nc(-c3cccnc3)no2)cc1C | -3.5 | 6.3 | 7.3 | -5.7 | -0.3 | 18.7 | 4.8 | 11.6 | -4.1
O=C(NCc1ccccn1)c1ccc(Cl)c(S(=O)(=O)Nc2ccccc2C(=O)NCc2ccccn2)c1 | 2.6 | -6.8 | -0.4 | 1.2 | -5.0 | 2.5 | -2.4 | -16.6 | -0.9
O=C(COc1ccccc1)N/N=C/c1ccc([N+](=O)[O-])o1 | 10.0 | -2.4 | 16.9 | 2.0 | -19.6 | -1.1 | 35.3 | -15.4 | 31.5
COc1ccc(Cl)cc1NC(=O)C12CCC(C)(C(=O)O1)C2(C)C (centres undefined) | -7.8 | -3.3 | -0.1 | -9.8 | 2.9 | 0.0 | 4.4 | 2.4 | -0.5
O=C(NCc1ccc(N2CCCC2=O)cc1)Nc1cccc(Cl)c1 | 1.2[fluorescence artefact?] | -8.7 | 0.2 | -23.1 | 2.6 | 3.8 | -1.9 | -9.4 | -1.4
Cc1nc2sc(C(c3cccc(F)c3)N3CCCCC3)c(O)n2n1 (centres undefined) | 5.6 | -4.3 | 0.6 | -17.6 | -0.7 | -0.8 | -2.5 | 6.8 | 1.2
O=C(O)c1ccccc1-n1cnnn1 | -4.8 | -12.0 | -0.4 | -8.3 | -9.6 | 15.0 | -1.9 | -11.2 | 0.3
